KCNH2 3.1 block: blocks the human KCNH2 3.1 channel isoform; U2OS KCNH2 3.1, thallium flux FluxOr; hits give low values; activity change, % (tested at about 1.8 µM); 340,000 tested, 0.95% active; AID 720553;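 active = maximum activity change below -70%; inconclusive = maximum activity change from -70% to -50%; inactive = maximum activity change above -50%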;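 also: thallium influx rate constant from kinetic fluorescence after stimulation buffer; % is scaled to controls: 0 for no effect and ±100 for the full control effect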
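U2OS cells transduced with KCNH2 3.1 mutant virus (1.77 x 10^8 /mL, 4 h), plated overnight at 37 C, loaded 45 min with FluxOr dye plus Red40 quencher. Thallium flux rate constant from kinetic reads after stimulation buffer, normalised to controls.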
VP16 counter: counter-screen for ROR gamma inhibitors: Gal4-VP16 reporter; Drosophila S2 Gal4-VP16 UAS-luciferase, luminescence, 20 h; Potency, µM (series often up to 53.6 µM), without a hit: top-dose activity, negative = inhibition, actives largely listed as inhibitors; 310,000 tested, 3.5% active;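 also: Gal4-VP16 expression switched on by copper sulfate through the metallothionein promoter; potency is read from the fitted curve at half-maximal effect; % is scaled to controls: 0 for no effect and ±100 for the full control effect; nearly all actives have a fitted effect of over 50% in size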
RORg inh: ROR gamma (mouse) transcription inhibition | P51450 | Drosophila S2 Gal4-RORgamma UAS-luciferase reporter, 20 h | Potency, µM (doses to about 53.6 µM), without a hit: at the highest dose activity change, negative = inhibition, hits mostly inhibitors | 310,000 tested, 5.4% active; also: potency is read from the fitted curve at half-maximal effect; % is scaled to controls: 0 for no effect and ±100 for the full control effect; nearly all actives have a fitted effect of over 60% in size
Target sequence (P51450 whole entry, looked up, the tested form may be a part): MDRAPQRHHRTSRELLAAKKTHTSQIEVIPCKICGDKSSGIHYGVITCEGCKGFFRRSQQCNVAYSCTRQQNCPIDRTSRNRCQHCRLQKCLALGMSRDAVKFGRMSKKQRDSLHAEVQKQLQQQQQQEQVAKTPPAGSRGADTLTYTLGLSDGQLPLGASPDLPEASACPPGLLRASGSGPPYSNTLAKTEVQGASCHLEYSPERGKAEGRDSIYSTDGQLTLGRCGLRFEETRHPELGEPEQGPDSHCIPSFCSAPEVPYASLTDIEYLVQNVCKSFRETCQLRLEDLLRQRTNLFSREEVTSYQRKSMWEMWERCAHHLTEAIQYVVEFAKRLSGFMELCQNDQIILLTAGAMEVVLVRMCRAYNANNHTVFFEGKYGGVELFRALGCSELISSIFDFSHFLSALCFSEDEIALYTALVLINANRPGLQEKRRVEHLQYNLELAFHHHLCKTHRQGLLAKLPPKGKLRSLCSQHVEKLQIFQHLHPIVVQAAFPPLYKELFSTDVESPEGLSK
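ROR gamma transcriptional activity was tracked as Gal4-UAS luciferase output in stably transfected Drosophila Schneider cells, with compound added 1 hr before 700 uM copper sulfate induction and a 20 hr ambient-temperature incubation.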
ELG1 repair inh: ELG1-dependent DNA repair inhibition; HEK293T ELG1-luciferase reporter, luminescence, 16 h; DNA damage induced by 5-fluorouridine; Potency, µM (titrated, usually from 46.1 µM), for the others: at the highest dose activity change, negative = inhibition, usual class: inhibitors; 330,000 tested, 2.3% active; also: potency is read from the fitted curve at half-maximal effect; % is scaled to controls: 0 for no effect and ±100 for the full control effect; nearly all actives have a fitted effect of over 55% in size
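Step one: seed 2,000 cells per well. Step two: pin-transfer compound or DMSO alongside 5-fluorouridine. Step three: incubate 16 hr, 37 °C, 5% CO2. Step four: add ONE-Glo, wait 30 min, read luminescence.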
NPC1 prom act: activates the NPC1 promoter; Huh7 NPC1 promoter luciferase reporter, 24 h; Potency, µM (doses to about 9.22 µM), for inactives: top-dose activation, most hits filed as activators; 320,000 tested, 2.4% active; AID 485313;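 also: potency is read from the fitted curve at half-maximal effect; % of control where 0% means no effect; nearly all actives have a fitted effect of over 60% in size; reporter is driven by a mutant NPC1 promoter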
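Huh7 cells stably carrying NPC1 promoter–luciferase, plated in Opti-MEM with 10% FBS for 2 h, were exposed to compound in DMSO for 24 h at 37 °C; luciferase reagent was added for 10 min and luminescence read.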
Rab9 prom act: activators of Rab9 promoter; Huh7 Rab9 promoter-luciferase reporter, luminescence, 24 h; Potency, µM (top dose mostly 9.22 µM), inactives show at the highest dose activation, negative = inhibition, hits mostly activators; 320,000 tested, 2.8% active; AID 485297; also: potency is read from the fitted curve at half-maximal effect; % of control where 0% means no effect; nearly all actives have a fitted effect of over 60% in size
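Using Huh7 cells stably transfected with Rab9 promoter–luciferase, compounds were incubated 24 h at 37 °C, 5% CO2; luciferase luminescence was read 10 min after reagent addition.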
FLuc counter: firefly luciferase modulation, counter-screen for miR-21 project; P08659; purified FLuc, Km substrates, luminescence inhibition; Potency, µM (series often up to 57.5 µM), for inactives: at the highest dose activity change, negative = inhibition, actives largely listed as inhibitors; 360,000 tested, 6.9% active; AID 588342;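 also: potency is read from the fitted curve at half-maximal effect; plate controls were vehicle for no effect and reference inhibitor for full effect; nearly all actives have a fitted effect of over 55% in size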
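Biochemical qHTS of compounds, final roughly 60 µM downward over six points, against 10 nM purified firefly luciferase using Km concentrations of substrates (10 uM D-luciferin, 10 uM ATP) in Tris acetate pH 7.5 buffer; luminescence output.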
MBNL1-CUG inh: blocks human MBNL1 binding to CUG repeat RNA; Q9NR56; TR-FRET MBNL1-His/biotin-(CUG)12 binding, 665/545 ratio; Potency, µM (titrated, usually from 57.5 µM), inactives show at the highest dose activity change, negative = inhibition, actives largely listed as inhibitors; 280,000 tested, 0.036% active; active = well fitted inhibition curve with a large enough effect in the signal ratio, with a control signal flat, not every such curve was filed as active; inconclusive = small, poorly fitted or top-dose-only effect, or effect the other way, or a change in a side signal; inactive = no such curve, though single readings can be large or run the other way; the % refers to the signal ratio; also: potency is read from the fitted curve at half-maximal effect; % is scaled to controls: 0 for no effect and ±100 for the full control effect
Target sequence (Q9NR56 whole entry, looked up): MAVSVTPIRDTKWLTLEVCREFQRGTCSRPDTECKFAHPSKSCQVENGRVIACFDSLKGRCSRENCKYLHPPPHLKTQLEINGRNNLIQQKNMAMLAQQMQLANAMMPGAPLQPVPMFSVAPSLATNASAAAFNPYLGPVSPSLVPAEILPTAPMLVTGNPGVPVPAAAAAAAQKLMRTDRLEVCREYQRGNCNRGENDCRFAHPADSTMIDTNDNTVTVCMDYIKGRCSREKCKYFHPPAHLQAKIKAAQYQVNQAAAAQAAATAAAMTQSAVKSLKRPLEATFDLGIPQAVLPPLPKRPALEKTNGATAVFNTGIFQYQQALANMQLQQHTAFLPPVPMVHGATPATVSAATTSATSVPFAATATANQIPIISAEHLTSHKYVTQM
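Compounds (final 92 nM to 58 uM) are added to His-tagged MBNL1 and biotin-(CUG)12, then terbium anti-His antibody and streptavidin-XL665 (5 nM final). After 60 min at room temperature, the 665/545 nm ratio is read.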
Menin-MLL TR inh: inhibitors of human menin-MLL interaction, mutant MLL peptide | Menin + Texas Red MLL mutant peptide, fluorescence polarization | Potency, µM (top dose mostly 61.6 µM), for inactives: at the highest dose FP activity change, negative = inhibition, usual class: inhibitors | O00255 | 270,000 tested, 0.23% active; active = well fitted inhibition curve with a large enough effect in the polarisation, with a control signal flat, not every such curve was filed as active; inconclusive = small, poorly fitted or top-dose-only effect, or effect the other way, or a change in a side signal; inactive = no such curve, though single readings can be large or run the other way; the % refers to the polarisation; also: potency is read from the fitted curve at half-maximal effect; % of control where 0% means no effect; many of its hits are not listed in these tables
PKM2 act: activators of human pyruvate kinase M2; P14618; purified PKM2, Kinase-Glo ATP luminescence, activation; response scale: 0% is enzyme alone, no compound; Potency, µM (titrated, usually from 57.5 µM), inactives show top-dose activation, actives largely listed as activators; 260,000 tested, 0.34% active; AID 1631; also: potency is read from the fitted curve at half-maximal effect; % is scaled to controls: 0 for no effect and ±100 for the full control effect; nearly all actives have a fitted effect of over 55% in size
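Kinase-Glo luminescence reports ATP generated from ADP (0.1 mM) and PEP (0.5 mM) by purified hPK-M2 after 1 h at room temperature, pH 7.2 imidazole buffer; intermediate enzyme activity allows detecting inhibitors and activators.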
Mito fusion act: mitochondrial division inhibition or fusion activation; 320,000 tested, 0.23% active; Potency, µM (highest dose often 46.1 µM), for the others: top-dose growth rescue (activation), hits mostly activators; AID 485298; S. cerevisiae fusion-defective mutant growth rescue, CellTiterGlo 48 h;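 also: potency is read from the fitted curve at half-maximal effect; % of control where 0% means no effect; nearly all actives have a fitted effect of over 45% in size; temperature-sensitive fusion mutants such as fzo1-1 at 37 °C on non-fermentable ethanol glycerol medium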
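Read-out: ATP-based luminescence (CellTiterGlo, 10 min ambient) reporting growth of fusion-defective ts yeast after 48 hours at 37C on glycerol/ethanol YPEG medium in the presence of compound.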
Active calls of the source: *; ? = inconclusive; nt = not tested or not shown; [ ] = another dose, or the depositor's remark. Unless noted, calls follow the shape of the dose curve; as a rule, active = well fitted curve in the direction sought with a large enough effect; inconclusive = small, poorly fitted or top-dose-only effect, or another doubt; inactive = no such curve, though single readings can be large; an effect the other way counts as inactive or inconclusive. This is a subset; count on the stated rates, not on these rows.

SMILES	KCNH2 3.1 block	VP16 counter	RORg inh	ELG1 repair inh	NPC1 prom act	Rab9 prom act	FLuc counter	MBNL1-CUG inh	Menin-MLL TR inh	PKM2 act	Mito fusion act
O=C(O)C1C2C=CC(O2)C1C(=O)NCc1ccc(Cl)cc1 (centres undefined)	-11	1%	-3%	?	-4%	-5%	7%	-5%	-9%	8%	-4%
CN(c1cccc(NC(=O)c2ccc(CN3CCc4ccccc4C3)cc2)c1)S(C)(=O)=O	-9	-3%	?	?	-21%	-24%	-18%	-1%	-2%	0%[11.5 µM]	0%
COc1ccccc1CN1CC(C(=O)NCc2cc(F)ccc2C)CCC1=O (centres undefined)	-6	-7%	1%	?	?	?	?	-2%	-18%	2%	3%
CCOC(=O)C1CCN(S(=O)(=O)CCNC(=O)c2ccc(F)cc2)CC1	-2	nt	nt	-1%	-1%	-3%	3%	nt	nt	nt	5%
Cc1nc2ccccn2c1C(=O)/C=C/c1cccc([N+](=O)[O-])c1	-1	18%[10 µM]	8%	?	-28%	-43%[inhibitor]	-5%	3%	-12%	1%	2%
Cn1c(=O)c2c(ncn2CC(=O)N2CCN(S(=O)(=O)c3ccc(F)cc3)CC2)n(C)c1=O	-2	nt	nt	0%	1%	-3%	-2%	nt	nt	nt	-4%
COc1ccc(-c2nnc3ccc(SCC(=O)N4CCCC4)nn23)cc1	-6	-2%	25%	-3%	-1%	-3%	-5%	7%	-19%	-1%	1%
Cc1ccc(CNC(=O)CCNS(=O)(=O)c2cccc3nonc23)cc1	-1	-2%	6%	5%	-2%	-3%	0%	?	0%	2%	-1%
Cc1cc(=O)[nH]c(N/N=C/c2ccc(N(C)C)cc2)n1	0	-21%	-3%	?	8%	0%	?	?	2%	-13%	2%
CCOc1cc(NC(=O)c2ccccn2)c(OCC)cc1NC(=O)c1ccc(C)cc1	-1	0%	2%	-5%	-5%	-1%	4%	7%	-6%	-6%	-1%
O=C(Nc1ccccc1-c1ccccc1)c1ccc(Cl)c([N+](=O)[O-])c1	?	-1%	27%	-17%	-2%	-1%	5%	12%	24%	6%	29%
O=C1C2CC=CCC2C(=O)N1Cc1ccccc1 (centres undefined)	0	-5%	20%	-4%	-4%	0%	3%	9%	16%	-4%	5%
COCc1cc(Sc2cccc(Cl)c2Cl)nc(-c2ccccc2)n1	-27	-26%	?	-4%	-2%	-8%	1%	-9%	20%	1%	1%
O=C(CCSCCc1ccccn1)Nc1ccc(Br)cc1F	-7	2%	-11%	-1%	-2%	11%	0%	nt	4%	-6%	-19%
Cc1ccccc1NC(=O)CN1C(=O)COc2ccc(Cl)cc21	4	1%	-16%	-5%	1%	-9%	-1%	5%	0%[11.7 µM]	8%	4%
COc1ccc(CC(=O)Nc2ccccc2C(=O)N2CCOCC2)cc1OC	-10	-11%	10%	2%	-4%	-5%	-1%	-2%[11.5 µM]	3%	-2%	-8%
O=C(CCc1nc2ccccc2c(=O)[nH]1)NNC(=O)c1ccccc1Cl	-10	nt	nt	0%	0%	-7%	2%	nt	nt	nt	0%
CC1CCC(CN2C(Nc3ccccc3)=NC[C@@H]2C)CC1 (some centres undefined)	-3	6%	0%	-2%	-1%	1%	1%	-7%	-3%	-1%	-2%
Cc1ccc(-c2csc(NC(=O)/C=C/c3ccco3)c2C(=O)O)cc1	nt	-16%	-40%	?	3.2µM*	1.8µM*	6µM*	20%	?	?	-3%
COc1ccc(OC)c(/C=N/NC(=O)CN2CCSCC2)c1	-7	-5%	-8%	-3%	1%	1%	7%	13%	?	6%	1%
CC(C)(C)C(=O)N1CCN(c2nc3ccc(Cl)cc3s2)CC1	8	-4%	36%	?	2µM*	?	11µM*	-4%	-14%	nt	14%
O=C(CCNC(=O)N1CCn2c1nc1ccccc12)NCc1ccccc1	22	-3%	-5%	-3%	-1%	-6%	2%	-1%	nt	nt	-5%
Cc1ccc(Sc2cc(Cl)nc(N)n2)cc1	-3	-7%	-4%	?	-2%	15%	-1%	-4%	-20%	1%	-2%
Cc1ccc(CNc2ccc([N+](=O)[O-])cc2C(N)=O)cc1	1	nt	nt	?	24%	?	-19%	nt	nt	nt	?
COc1ccc(C(C)C)cc1S(=O)(=O)Nc1ncn[nH]1	6	0%	-3%	-1%	-1%	-7%	-3%	20%	-1%	0%	-11%
CCOc1ccc(OCc2ccc(C(=O)N3CCCCC3)o2)cc1	-3	4%	?	?	24%	?	?	-12%	nt	0%	1%
Cc1csc(NC(=O)C2CC(=O)N(c3ccc(C)c(C)c3)C2)n1 (centres undefined)	13	8%	0%	6%	-4%	1%	-19%	0%	4%	-12%	4%
C=CCn1c(SCC(=O)Nc2ccc(OC)cc2)nnc1-c1cnccn1	4	-9%	-16%	0%	0%	-1%	-1%	-6%	nt	nt	0%
COc1ccc(Cl)cc1C(=O)NNC(=O)c1csc(N2CCOCC2)n1	-9	nt	nt	6%	-1%	3%	-16%	nt	nt	nt	-2%
CCC(=O)Nc1cc(OC)cc(OC)c1	17	-1%	-3%	13%	0%	-1%	0%	-2%	-27%	14%	5%
C=CCN1C=CC(=C/C=C(/C#N)C(=O)OCC)C=C1	0	?	?	?	2.5µM*	2µM*	2.4µM*	?	1%	-7%	-3%
NCCCn1c(C(=O)c2ccc(Cl)cc2)c2ccc(C(F)(F)F)cc2[n+]1[O-]	?	nt	nt	27%	1%	-5%	3%	nt	nt	nt	-5%
CC(=O)Nc1ncc(Cc2cc(Cl)ccc2Cl)s1	16	-15%	?	18%	-2%	-2%	-5%	17%	18%	1%	?
CCOc1ccc(NC(=O)CN(C)C(=O)c2ccccc2OCCOc2ccccc2)cc1OCC	-7	nt	nt	12µM*	-4%	-2%	0%	nt	nt	nt	-4%
O=C(NCCc1ccccc1)/C(=C\c1ccc([N+](=O)[O-])cc1)NC(=O)c1ccc(Br)cc1	-17	?	24%	-3%	-2%	-12%	3%	-8%	14%	-10%	-2%
CN1CCN(CC(O)(c2ccc(Cl)cc2)c2ccc(Cl)cc2)CC1	-49	?	?	-15%	-7%	-2%	2%	2%	-16%	4%	-6%
COC(=O)c1ccc(C(=O)N2CCCC(Nc3ccc(F)c(F)c3)C2)cc1 (centres undefined)	9	-8%	-22%	11%	0%	-2%	0%	1%	4%	-9%	7%
CCC(C)c1ccc(NC(=S)NC2CCN(Cc3ccccc3)CC2)cc1 (centres undefined)	-27	7.1µM*	7.1µM*	?	-3%	-3%	3%	?	?	-17%	-10%
O=C(Cn1c(C(F)(F)F)nc2ccccc21)Oc1cccc(C(F)(F)F)c1	5	-8%	-1%	12%	-3%	2%	-2%	-7%	8%	12%	5%
COc1ccc(OCCCNCCc2ccccc2)cc1	2	0%	1%	-3%	-4%	-2%	-3%	-11%	?	1%	0%
CCn1ccnc1C(O)(c1ccccc1)c1ccccc1	1	-4%	-12%	-11%	1%	-1%	-1%	-5%	-12%	-3%	-3%
CCOc1ccc2nc(N3CCCC(C(=O)NC4CCCC4)C3)sc2c1 (centres undefined)	-2	-8%	-9%	10%	?	?	3µM*	4%	-16%	nt	-6%

Record cards, from the list above.
`O=C(O)C1C2C=CC(O2)C1C(=O)NCc1ccc(Cl)cc1` (centres undefined) is listed as KCNH2 3.1 block = -11; VP16 counter = 1%; RORg inh = -3%; ELG1 repair inh = ?; NPC1 prom act = -4%; Rab9 prom act = -5%; FLuc counter = 7%; MBNL1-CUG inh = -5%; Menin-MLL TR inh = -9%; PKM2 act = 8%; Mito fusion act = -4%
`COc1ccc(Cl)cc1C(=O)NNC(=O)c1csc(N2CCOCC2)n1` is listed as KCNH2 3.1 block = -9; VP16 counter = nt; RORg inh = nt; ELG1 repair inh = 6%; NPC1 prom act = -1%; Rab9 prom act = 3%; FLuc counter = -16%; MBNL1-CUG inh = nt; Menin-MLL TR inh = nt; PKM2 act = nt; Mito fusion act = -2%

From PubChem BioAssay
